Source: PubChem BioAssay
DYRK1A inh: rat Dyrk1A kinase inhibitors, primary screen, biochemical, single point, plate reader | Dual specificity tyrosine-phosphorylation-regulated kinase 1A (Rattus norvegicus), Q63470 | ADP-Glo luminescence, NFATc1 peptide | inhibition, % at 12.5 µM | 310,000 compounds, 0.43% hits; in the data active means inhibition above about 50%;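 further: plate controls were vehicle with enzyme for no effect and no enzyme for full effect; many of its hits are not listed in these tables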
KCNQ1 block: inhibitors of human KCNQ1 channel, primary screen, cell-based, thallium flux, high-throughput. Potassium voltage-gated channel subfamily KQT member 1 (Homo sapiens), P51787. CHO-K1 KCNQ1, FluxOR thallium flux fluorescence; stronger effect = higher value. B-score at 10 µM. 310,000 compounds, 1.3% hits;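 active means compounds whose thallium flux B-score, printed positive for inhibition, exceeds three library SD while starting fluorescence stays within three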;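 further: channel opened by potassium depolarization with thallium stimulus after 20 min compound exposure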
Target sequence (P51787 whole entry, looked up): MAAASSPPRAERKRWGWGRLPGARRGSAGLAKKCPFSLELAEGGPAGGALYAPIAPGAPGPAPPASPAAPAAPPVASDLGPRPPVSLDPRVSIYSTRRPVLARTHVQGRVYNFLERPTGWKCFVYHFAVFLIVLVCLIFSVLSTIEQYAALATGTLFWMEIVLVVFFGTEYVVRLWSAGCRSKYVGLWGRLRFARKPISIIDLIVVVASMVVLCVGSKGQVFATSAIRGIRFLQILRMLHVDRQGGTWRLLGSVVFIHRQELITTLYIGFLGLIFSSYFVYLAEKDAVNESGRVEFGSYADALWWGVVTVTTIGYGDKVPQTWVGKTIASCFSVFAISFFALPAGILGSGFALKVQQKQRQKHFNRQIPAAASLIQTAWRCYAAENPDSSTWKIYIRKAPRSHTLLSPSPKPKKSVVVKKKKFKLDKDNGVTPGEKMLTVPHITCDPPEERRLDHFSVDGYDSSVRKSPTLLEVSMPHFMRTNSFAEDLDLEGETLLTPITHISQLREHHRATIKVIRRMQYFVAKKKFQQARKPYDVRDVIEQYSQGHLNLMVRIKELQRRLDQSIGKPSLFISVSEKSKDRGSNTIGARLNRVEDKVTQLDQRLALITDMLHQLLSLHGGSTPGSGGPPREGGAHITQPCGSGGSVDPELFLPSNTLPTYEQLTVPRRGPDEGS
KCNQ1 act: potentiators or activators of KCNQ1 channel, primary screen, cell-based, thallium flux, high-throughput; Potassium voltage-gated channel subfamily KQT member 1 (Homo sapiens), P51787; CHO-K1 KCNQ1, thallium flux FluxOR fluorescence; stronger effect = higher value; B-score at 10 µM; 310,000 compounds, 0.35% hits; AID 2648, 2010;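 active means fluorescence ratio B-score, a plate-corrected score, at least three library SD, with initial intensity B-score within 5 SD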
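Assay system: CHO-K1 cells stably expressing KCNQ1; Medium: assay buffer with matched DMSO; Also added: K+/Tl+ depolarizing stimulus; Dosing: single dose; Timing: dye 90 min, compound 20 min, room temperature; Measured by: kinetic FluxOR thallium fluorescence, 10-s 1-Hz baseline, 110-s post-stimulus read; Read-out: peak-minus-minimum fluorescence over initial fluorescence, negative-control normalized, B-scored.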
TRPC4 agonist: activators of mouse TRPC4 channel, primary screen, Fluo4 calcium, HEK293 TRPC4beta/mu-opioid cells. Fluo4 calcium fluorescence; stronger effect = higher value. Short transient receptor potential channel 4 (Mus musculus), Q9QUQ5. B-score at 10 µM. 310,000 compounds, 0.49% hits. AID 2237, 2010;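 active means B-score above 5 SD of library B-scores, and initial fluorescence ratio not above library mean plus 5 SD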;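 further: positive B-score marks a calcium rise read as TRPC4 activation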
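Material: HEK293 stable line with TRPC4beta plus mu-opioid receptor; technique: Fluo4 calcium-sensitive dye fluorescence, kinetic, 1 Hz baseline; timing: Fluo4 dye loading 45 min at room temperature, 110 s recording; controls: assay buffer as low control, maximal DAMGO as high control; read-out: integrated baseline-normalised fluorescence ratio, converted to per-well B score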
HDAC3 inhib: HDAC3 deacetylase inhibitors, primary screen, biochemical, fluorescence, cell-free homogeneous. Histone deacetylase 3 (Homo sapiens), O15379. recombinant HDAC3, fluorogenic peptide/trypsin coupled. inhibition, % at 8.3 µM. 320,000 compounds, 0.15% hits; in the data active means inhibition above about 26%, passing the limit was not always enough; inconclusive means no clear call, values can overlap the other calls
Target sequence (O15379 whole entry, looked up): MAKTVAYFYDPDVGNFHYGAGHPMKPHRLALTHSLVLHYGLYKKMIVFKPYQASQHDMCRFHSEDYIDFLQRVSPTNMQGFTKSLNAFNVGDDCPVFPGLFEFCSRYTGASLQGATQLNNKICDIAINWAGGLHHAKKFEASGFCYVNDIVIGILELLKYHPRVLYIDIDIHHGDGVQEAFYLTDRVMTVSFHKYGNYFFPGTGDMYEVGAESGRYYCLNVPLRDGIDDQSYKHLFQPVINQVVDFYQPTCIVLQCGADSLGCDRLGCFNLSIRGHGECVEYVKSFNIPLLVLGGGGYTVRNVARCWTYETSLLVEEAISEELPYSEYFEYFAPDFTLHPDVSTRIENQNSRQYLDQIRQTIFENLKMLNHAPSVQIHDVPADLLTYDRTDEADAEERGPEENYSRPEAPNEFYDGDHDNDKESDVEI
ANO1 block: TMEM16A chloride channel inhibitors, primary screen, cell-based, HTS; AID 588511, 2011; Anoctamin-1 (Mus musculus), Q8BHY3; 310,000 compounds, 1.2% hits; HEK293 TMEM16A/YFP iodide influx fluorescence, ionomycin; normalized B-score (activity score, 25-100; higher = stronger inhibition) at 10 µM;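 active means ratio plate-corrected score three or more library SD toward inhibition, starting fluorescence score within five deviations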;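 further: score derived from kinetic fluorescence span divided by baseline fluorescence per well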
KCNK3 inh: human KCNK3 channel inhibitors, primary screen, CHO cells, FluxOR thallium flux, B-score | Potassium channel subfamily K member 3 (Homo sapiens), O14649 | FluxOR fluorescence; stronger effect = lower value | B-score at 10 µM | 340,000 compounds, 0.84% hits;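 active means B-score under library mean minus 4 SD, starting fluorescence ratio at most library mean plus 5 SD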;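 further: more negative B-score means stronger inhibition of thallium flux through KCNK3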
TRPC4 potent: positive allosteric modulators of TRPC4, primary screen, cell-based, mouse TRPC4beta, HEK293 mu-opioid, Fluo-4 calcium; Short transient receptor potential channel 4 (Mus musculus), Q9QUQ5; AID 2227, 2009; B-score at 10 µM; 310,000 compounds, 0.42% hits; DAMGO EC20, Fluo-4 Ca2+ flux; stronger effect = higher value;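 active means B-score of calcium response area above 5 SD of library B-scores, with initial fluorescence ratio within 5 SD of library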;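 further: B-score of integrated fluorescence ratio over time as area under calcium response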
ANO1 activ: TMEM16A chloride channel activators or potentiators, primary screen, cell-based, HTS; HEK293 TMEM16A/YFP-H148Q/I152L, iodide quench fluorescence; stronger effect = lower value; B-score at 10 µM; 340,000 compounds, 0.3% hits;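 active means fluorescence-ratio B-score plate-corrected deviation score at least 3 library SD below zero, with starting fluorescence score within 5 deviations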;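 further: channel opened by trigger with iodide after compound preincubation; score built on the fluorescence ratio of max minus min over baseline; more negative score means more quench and so TMEM16A activation or potentiation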
KCNK9 inh: KCNK9 potassium channel inhibitors, primary screen, HEK293 cells, thallium flux. B-score at 10 µM. FluxOR thallium flux fluorescence; stronger effect = lower value. Potassium channel subfamily K member 9 (Homo sapiens), Q9NPC2. 310,000 compounds, 1.2% hits;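 active means ratio B-score over 3 SD below the library mean, with starting fluorescence within 5 SD of its mean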;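 further: negative B-score means less thallium flux so channel inhibition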
hERG rescue: hERG rescue from dofetilide block, primary screen, cell-based, CHO-hERG, FluxOR thallium flux, dofetilide IC70 | Voltage-gated inwardly rectifying potassium channel KCNH2 (Homo sapiens), Q12809 | dofetilide IC70 present | activation (rescue from dofetilide block), less the hit threshold, % at 10 µM | 310,000 compounds, 0.51% hits | AID 1511, 2009;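 active means activation above the mean of controls blocked by dofetilide plus 5 SD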;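 further: thallium influx through hERG after potassium depolarization seen as dye fluorescence rise; in these data hits start at about 4.7%; inactives centre near -7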
* marks the source's active call; other numbers are inactive results; i = inactive; ? = inconclusive; / = no result given; & = joins results of further samples. An excerpt (hit frequency here may not be typical).

SMILES | DYRK1A inh | KCNQ1 block | KCNQ1 act | TRPC4 agonist | HDAC3 inhib | ANO1 block | KCNK3 inh | TRPC4 potent | ANO1 activ | KCNK9 inh | hERG rescue
CS(=O)(=O)NC1c2cccc3cccc(c23)C1N1CCOCC1 (stereo not given) | 6 | i | i | i | -6 | i | i | i | i | i | -9
CCn1c(C(=O)N2CCc3ccccc3C2)cc2oc3ccccc3c21 | 4 | 7* | i | i | 8 | i | -9.1* | i | i | i | -10
COc1ccc(CNC(=O)CN2C(=O)NC(C)(c3ccc(Cl)cc3)C2=O)cc1 (stereo not given) | -2 | i | i | i | -1 | i | i | i | i | i | -9
Cn1cnnc1SCC(=O)Nc1ccc(OC(F)F)cc1 | 2 | i | i | i | -4 | i | i | i | i | i | -8
CSc1sc(C(=O)OC(C)C)c2c1C(=O)CC(C)(C)C2 | -5 | i | i | i | -5 | i | i | i | i | i | -6
COc1ccc(-c2nnn(CC(=O)NCc3ccccc3)n2)cc1OC | -1 | i | i | i | 6 | i | i | i | i | i | -3
CCN(CC(=O)Nc1cc(Cl)ccc1C)C(=O)c1ccc2c(=O)n3c(nc2c1)CCC3 | 17 | i | i | i | -2 | i | i | i | i | i | -5
O=C(O)CCNS(=O)(=O)c1ccc2c(c1)CCCC2 | 3 | i | i | i | -7 | i | i | i | i | i | -3
COc1ccc(C(C(=O)NCC2CCCO2)N(C(=O)Cn2nnc3ccccc32)c2ccc(NC(C)=O)cc2)cc1OC (stereo not given) | -7 | i | i | i | 6 | i | i | i | i | i | -4
CCOc1ccc(CCNC(=O)CCCn2nc(C)c3c(C)n(-c4ccccc4)nc3c2=O)cc1 | 3 | i | i | i | -4 | i | i | i | i | i | -13
COC(=O)C1=C(C)N(C)C(=S)NC1c1ccc(Cl)cc1 (stereo not given) | 0 | i | i | i | -2 | i | i | i | i | i | -4
O=C(NCCCN1CCOCC1)C(=O)N/N=C/c1ccc2c(c1)OCO2 | -2 | i | i | i | 5 | i | i | i | i | i | -5
Cc1ccc(NC(=O)Cc2ccc3c(c2)OCCO3)cc1S(=O)(=O)N1CCCCC1 | -3 | i | i | i | 1 | i | i | i | i | i | -9
CC(=O)CSc1nc2ccccc2s1 | -2 | i | i | i | 1 | i | i | i | i | i | -12
O=C1CC(c2ccco2)CC(O)=C1C=Nc1ccc(Br)cc1 (stereo not given) | 5 | i | i | i | -11 | i | i | i | i | i | -2
COc1ccccc1C(OC(=O)c1ccco1)C(=O)NCc1ccc(F)cc1 (stereo not given) | 1 | i | i | i | 6 | i | i | i | i | i | -7
O=C(O)CCCNC(=O)c1ccc(NC(=O)Cc2ccc(Cl)cc2)cc1 | -4 | i | i | i | 4 | i | i | i | i | i | -2
O=C(Nc1cc2c(oc1=O)CCCC2=O)c1ccccc1 | 3 | i | i | i | -5 | i | i | i | i | i | -6
Cc1cccc(-c2nc(CS(=O)CC(=O)NCCc3ccccc3)c(C)o2)c1 (stereo not given) | 3 | i | i | i | 0 | i | i | i | i | i | -5
Cc1cccc(OCC(=O)N(Cc2cccs2)C2CCS(=O)(=O)C2)c1 (stereo not given) | 5 | i | i | i | -1 | i | i | i | i | i | -8
O=C(CCC1CCCN(C(=O)c2ccc3c(c2)OCO3)C1)NCc1ccc(F)c(F)c1 (stereo not given) | -3 | i | i | i | / | i | i | i | i | i | -11
CC(C)N=C1SC(CC(=O)Nc2ccccc2)C(=O)N1C(C)C (stereo not given) | -7 | i | i | i | 5 | i | i | i | i | i | -14
Nc1nnnn1CC(=O)OCc1cccc(Br)c1 | 12 | i | i | i | -2 | i | i | i | i | i | -9
[N-]=[N+]=NC[C@H](Cc1ccccc1)N1CC[C@@H](O)CCC1=O | 1 | i | i | i | 0 | i | i | i | i | i | -8
COc1ccc(C(=O)CSc2nnc(-c3ccoc3C)n2CC2CCCO2)cc1 (stereo not given) | -4 | i | i | i | 3 | i | i | i | i | i | -9
Cc1ccc2nc(NCCO)nc(-c3ccccc3)c2c1 | 8 | i | i | i | -19 | i | i | i | i | i | -13
COc1ccccc1NC(=O)CSc1ccc(-c2ccc(-n3cccn3)cc2)nn1 | 3 | i | i | i | -2 | i | i | i | i | i | -11
CC[n+]1c(/C=C/c2ccc(OC(C)=O)c(OC)c2)ccc2ccccc21 | 14 | i | i | i | 4 | i | i | i | i | i | -11
O=C1C(=O)N(CC2CCCO2)C(c2ccco2)/C1=C(/O)c1ccc(F)cc1 (stereo not given) | -2 | i | i | i | 3 | i | i | i | i | i | -3
COC(=O)CCc1c(COC(C)=O)[nH]c(C(=O)OCc2ccccc2)c1C | 10 | i | i | i | 10 | i | i | i | i | i | -11
Cc1c(NC(=O)CCC2CCCCC2)cc(C(=O)N2CCOCC2)cc1[N+](=O)[O-] | 16 | i | i | i | 5 | i | i | i | i | i | -7
Cc1ccc2c(Cl)c(C(=O)NC3CC3)sc2c1 | 1 | i | i | i | -3 | i | i | i | i | i | -8
O=C(NCCN1CCN(C(=O)c2ccccc2Cl)CC1)C(=O)NCc1ccccc1 | -8 | i | i | i | 3 | i | i | i | i | i | -9
CC(NC(=O)Cc1ccc([N+](=O)[O-])cc1)c1ccc2c(c1)OCO2 (stereo not given) | -6 | i | i | i | -3 | i | i | i | i | i | -7
O=S(=O)(Nc1nc2ccccc2nc1Nc1ccc2c(c1)OCO2)c1ccccc1 | -1 | i | i | i | 0 | i | i | i | i | i | -9
CCc1ccc(CN(C)Cc2nc(-c3cccc(Cl)c3)no2)nc1 | 13 | i | i | i | 3 | i | i | i | i | i | -7
CN(CC(=O)Nc1ccc(F)cc1)c1ccc(S(=O)(=O)N2CCCCC2)cc1[N+](=O)[O-] | -4 | i | i | i | ? | i | i | i | i | i | -11
O=C(CSc1n[nH]c(-c2cccnc2)n1)Nc1ccccc1[N+](=O)[O-] | 1 | i | i | i | -3 | i | i | i | i | i | -7
C=CCn1c(P(C)(=O)O)nc2ccccc21 | 1&-3 | i | i | i | -3&-2 | i | i | i | i | i | -7&-3
Cc1c(Cl)cccc1NC(=O)c1cc(S(=O)(=O)N2CCOCC2)cn1C | 3 | i | i | i | -4 | i | i | i | i | i | -9
CC1CCCCC1NC(=O)c1ccc(S(=O)(=O)NCc2ccco2)cc1 (stereo not given) | 1 | i | i | i | / | i | i | i | / | i | -3
CCCc1nnc(NC(=O)CCC(=O)NCc2ccccc2OC)s1 | -1 | i | i | i | 3 | i | i | i | i | i | -9
CC(C)CCC(CCNCc1ccccn1)c1ccc2c(c1)OCO2 (stereo not given) | 10 | i | i | i | 2 | i | i | i | i | i | -16
CC(C)CN1C2CCCC1CC(NC(=S)NCc1ccco1)C2 (stereo not given) | -1 | i | i | i | 4 | i | i | i | i | i | -4
Cc1ccc(NC(=O)CSc2n[nH]c(-c3cccnc3)n2)c(Br)c1 | -4 | i | i | i | 6 | i | i | i | i | i | -9
COc1ccccc1NC(=O)NCCN1CCCCC1 | -3 | i | i | i | -3 | i | i | i | i | i | -19
COCCNC(=O)C(c1ccc(F)cc1)N(Cc1cccs1)C(=O)CCC(=O)Nc1ccccn1 (stereo not given) | -1 | i | i | i | -2 | i | i | i | i | i | -7
COc1ccc(N(C(=O)c2ccc(Cl)cc2)C2=CC3CCC(C2)N3C)cc1 (stereo not given) | 0 | i | i | i | 0 | i | i | i | i | i | -7
COC(=O)Nc1ncc(CN2C(=O)c3ccccc3C2=O)s1 | 2 | i | i | i | 5 | i | i | i | i | i | -7
NS(=O)(=O)c1ccc(N2C(=O)C(=O)/C(=C(/O)c3ccccc3)C2c2ccc(Cl)cc2)cc1 (stereo not given) | -245 | i | i | i | / | i | i | i | i | i | -10
Continued.
SMILES | DYRK1A inh | KCNQ1 block | KCNQ1 act | TRPC4 agonist | HDAC3 inhib | ANO1 block | KCNK3 inh | TRPC4 potent | ANO1 activ | KCNK9 inh | hERG rescue
CCc1nnc(NC(=O)CCS(=O)(=O)c2ccccc2)s1 | -8 | i | i | i | -1 | i | i | i | i | i | -5
O=C(O)c1cc(NS(=O)(=O)c2cccc3ccccc23)ccc1O | 15 | i | i | i | 4 | i | i | i | i | i | -2
CSc1nc(C)c(CCOCc2ccc(F)cc2)c(=O)[nH]1 | 0 | i | i | i | -7 | i | i | i | i | i | -4
CCCC(=O)Nc1ccc(S(=O)(=O)N2CCOCC2)cc1 | 6 | i | i | i | 5 | i | i | i | i | i | -13
COc1ccc(/C=C/C2=Nc3ccccc3NC(C)(C)C2)cc1OC | -2 | i | i | i | 9 | i | i | i | i | i | -9
COc1ccc(NC(=O)c2cc(C)nc3ccccc23)cc1S(=O)(=O)Nc1ccccc1Cl | 1 | i | i | i | -3 | i | i | i | i | i | -6
COCCCN1C(=O)C(O)=C(C(=O)c2ccco2)C1c1cccc(Br)c1 (stereo not given) | 4 | i | i | i | 4 | i | i | i | i | i | -1
CCn1cc(CNC(=O)c2cccc([N+](=O)[O-])c2)c(C)n1 | 0 | i | i | i | -3 | i | i | i | i | i | -5
O=C(Cc1cccs1)N(Cc1cccs1)C1(C(=O)NC2CCCC2)CCCCC1 | -4 | i | i | i | -5 | i | i | i | i | i | -14
CCOc1ccc(C(=O)NCCc2cnc[nH]2)cc1OCC | -1 | i | i | i | -7 | i | i | i | i | i | 0
